High-throughput results (PubChem)
Nrf2 ARE act – qHTS of Nrf2 Activators | AREc32 ARE-luciferase reporter (MCF7-derived line), luminescence, 24 h | Potency, µM (series often up to 46.1 µM), inactives show at the top dose activation, usual class: activators | 410,000 tested, 0.31% active; also: % of control where 0% means no effect; nearly all actives have a fitted effect of over 65% in size
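Each well held 1000 AREc32 cells, which were incubated with compound for 24 hr at 37 deg C after overnight attachment, and ARE reporter activity was quantified by firefly luciferase luminescence.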
ATXN viability – Viability Counterscreen for Primary qHTS for Inhibitors of ATXN expression | 400,000 tested, 0.49% active | Potency, µM (titrated, usually from 56.7 µM), usual class: cytotoxic | S2 cells (HEK-293 line with an ATXN2-luciferase reporter) viability, CellTiter-Fluor protease fluorescence, 24 h; also: nearly all actives have a fitted effect of over 40% in size
A549 viability – Nrf2 qHTS screen for inhibitors: counterscreen for cytotoxicity. A549 ARE-Fluc cells, CellTiter-Fluor viability, 18-24 h. Potency, µM (series often up to 46 µM), without a hit: at the top dose activity change, negative = cytotoxicity, usual class: inhibitors. 390,000 tested, 0.16% active. AID 504648, 2011; also: % is scaled to controls: 0 for no effect and ±100 for the full control effect
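A549 ARE_Fluc cells in 5% FBS OPTI-MEM were exposed to compounds in concentration-response for 18-24 h at 37 deg C. Viability was read by CellTiter-Fluor fluorescence (Ex 405/Em 525) after 30 min, before the luciferase read.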
ATXN2 expr inh – Primary qHTS for Inhibitors of ATXN expression. 360,000 tested, 0.72% active. Potency, µM (highest dose often 57 µM), for the others: at the highest dose activity change, negative = inhibition, actives largely listed as inhibitors. HEK-293 ATXN2-luciferase reporter, luminescence, 24 h; also: % is scaled to controls: 0 for no effect and ±100 for the full control effect; nearly all actives have a fitted effect of over 55% in size
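qHTS (up to 57 uM final) was run with 24 h compound exposure of reporter cells at 37 °C. Each well was multiplexed: SteadyGlo luminescence measured ATXN2-luciferase expression after a fluorogenic Gly-Phe-AFC viability readout (25 uM final).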
EPAC2 antagonist – qHTS for Antagonist of cAMP-regulated guanine nucleotide exchange factor 2 (EPAC2): primary screen; Potency, µM (top dose mostly 114 µM), for inactives: at the top dose activity, negative = inhibition, usual class: inhibitors; AID 720708, 2013; EPAC2 GEF exchange of Rap1B-BODIPY-GDP, fluorescence; Rap guanine nucleotide exchange factor 4 (Homo sapiens), Q8WZA2; 360,000 tested, 0.18% active; also: % is scaled to controls: 0 for no effect and ±100 for the full control effect; nearly all actives have a fitted effect of over 45% in size; many of its hits are not listed in these tables
Target sequence (Q8WZA2 whole entry, looked up): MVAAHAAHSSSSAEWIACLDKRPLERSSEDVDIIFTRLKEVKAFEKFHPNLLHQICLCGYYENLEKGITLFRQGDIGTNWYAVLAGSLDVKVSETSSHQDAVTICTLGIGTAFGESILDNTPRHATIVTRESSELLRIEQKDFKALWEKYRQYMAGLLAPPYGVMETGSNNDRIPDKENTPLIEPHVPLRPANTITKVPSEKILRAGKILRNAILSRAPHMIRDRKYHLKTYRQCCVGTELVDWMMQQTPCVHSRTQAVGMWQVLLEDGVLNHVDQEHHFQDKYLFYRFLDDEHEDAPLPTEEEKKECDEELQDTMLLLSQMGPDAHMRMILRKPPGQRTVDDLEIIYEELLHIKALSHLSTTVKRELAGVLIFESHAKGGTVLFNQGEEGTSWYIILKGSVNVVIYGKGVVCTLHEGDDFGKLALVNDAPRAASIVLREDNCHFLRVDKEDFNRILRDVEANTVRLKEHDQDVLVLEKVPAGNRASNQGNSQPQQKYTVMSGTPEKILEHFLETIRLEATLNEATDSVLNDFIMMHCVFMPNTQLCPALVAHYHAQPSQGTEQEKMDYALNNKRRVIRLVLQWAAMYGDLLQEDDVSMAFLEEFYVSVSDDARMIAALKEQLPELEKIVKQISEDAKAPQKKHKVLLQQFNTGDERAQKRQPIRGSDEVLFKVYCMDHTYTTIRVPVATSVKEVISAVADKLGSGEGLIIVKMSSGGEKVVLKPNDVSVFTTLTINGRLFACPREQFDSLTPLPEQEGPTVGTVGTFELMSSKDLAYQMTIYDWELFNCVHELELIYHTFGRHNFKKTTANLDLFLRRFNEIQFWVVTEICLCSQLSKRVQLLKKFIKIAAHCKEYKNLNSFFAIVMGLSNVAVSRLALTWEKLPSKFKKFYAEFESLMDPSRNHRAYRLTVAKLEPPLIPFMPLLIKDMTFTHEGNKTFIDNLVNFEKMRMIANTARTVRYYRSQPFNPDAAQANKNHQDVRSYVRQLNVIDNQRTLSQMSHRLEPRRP
MCF10A rerep – A quantitative high throughput screen for small molecules that induce DNA re-replication in MCF 10a normal breast cells. MCF 10A DNA re-replication, Hoechst nuclear intensity, 48 h. Potency, µM (doses to about 46.1 µM), for inactives: at the top dose activity, positive = re-replication, usual class: activators. 350,000 tested, 2.9% active; also: % of control where 0% means no effect; nearly all actives have a fitted effect of over 50% in size
HepG2 viability – qHTS for Inhibitors of TGF-b: Cytotox Counterscreen; HepG2 CAGA-GFP viability, ATP luminescence, 18 h; Potency, µM (doses to about 46.1 µM), without a hit: top-dose activity change, negative = cytotoxicity, actives largely listed as cytotoxic; 410,000 tested, 0.76% active; AID 588856, 2011; also: some results filed as inactive show a strong effect at the top dose
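CellTiter-Glo luminescence gave cytotoxicity after 18 hours at 37 degrees C. The cells were HepG2 CAGA-GFP in 1% FBS DMEM, stimulated with 500 pg/mL TGF-beta after compound addition. %Activity was normalised to no-cell wells (complete cell-killing) and DMSO (no toxicity), and curves were fitted and classified.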
TGFb SMAD3 inh – qHTS for Inhibitors of TGF-b; HepG2 CAGA-GFP TGF-b/SMAD3 reporter, GFP fluorescence, 18 h; TGF-beta stimulated, 500 pg/mL final; Potency, µM (highest dose often 46.1 µM), for inactives: at the top dose activity, negative = inhibition, hits mostly inhibitors; 410,000 tested, 1.2% active; AID 588855, 2011; also: % is scaled to controls: 0 for no effect and ±100 for the full control effect; nearly all actives have a fitted effect of over 65% in size
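TGF-beta reporter screen: HEPG2 CAGA-GFP, 1% FBS, 500 pg/mL TGF-beta final, 18 h; per-cell GFP summed per well; curves fitted and categorized by class.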
Nrf2 block – Nrf2 qHTS screen for inhibitors; A549 ARE-Fluc reporter, luciferase luminescence, 18-24 h; Potency, µM (top dose mostly 46 µM), for inactives: at the top dose activity change, negative = inhibition, hits mostly inhibitors; 360,000 tested, 2.1% active; AID 504444, 2011; also: % is scaled to controls: 0 for no effect and ±100 for the full control effect; nearly all actives have a fitted effect of over 60% in size
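A549 ARE_Fluc cells (5000/well, 5% FBS OPTI-MEM) pre-incubated 2 h, then treated with compounds 18-24 h at 37C/5% CO2 in concentration-response. CellTiter-Fluor viability read first; BugLite luciferase luminescence after 15 min at room temperature gives Nrf2 activity.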
An asterisk follows results filed as active; i = inactive; u = inconclusive; x = not tested or not shown; & = joins results of further samples; [ ] = remark or other dose. Calls follow the shape of the dose curve; as a rule, active = well fitted curve in the direction sought with a large enough effect; inconclusive = small, poorly fitted or top-dose-only effect, or another doubt; inactive = no such curve, though single readings can be large; an effect the other way counts as inactive or inconclusive. Potency is read from the fitted curve at half-maximal effect. The list is partial; rates above refer to the full screens.

no.	structure	ATXN2 expr inh	MCF10A rerep	Nrf2 ARE act	ATXN viability	Nrf2 block	HepG2 viability	A549 viability	TGFb SMAD3 inh	EPAC2 antagonist
1	COc1cc2c(cc1OC)C(COc1ccc3c(C)cc(=O)oc3c1)N(C(=O)c1ccc(C)c(C)c1)CC2 (centres undefined)	3.3%	x	-0.4%	i	-14.3%[9.27 µM]	-40.0%	-1.8%	-9.0%	x
2	CNc1[nH]ncc1[N+](=O)[O-]	22.9%	2.2%	-0.1%	i	-4.6%	-47.3%	-3.5%	-1.5%	11.2%
3	COc1ccccc1NCC(=O)NN=C1CCS(=O)(=O)c2ccc(F)cc21	-0.8%	u	0.2%	i	-14.5%	-14.4%	-2.1%	3.1%	15.8%
4	N#CCCN1CCCN(CCC#N)CCN(CCC#N)CCCN(CCC#N)CC1	12.7%	0.7%	2.8%	i	0.9%	7.8%	2.3%	0.0%	1.4%
5	O=C(COC(=O)CCNS(=O)(=O)c1ccccc1F)Nc1nnc(-c2ccccc2)o1	-5.3%	-1.6%	1.8%	u	-0.3%	24.8%	-0.5%	4.2%	5.2%
6	COc1ccc(C(=O)NCC(=O)OCC(=O)NC(=O)c2ccc(C(C)(C)C)cc2)cc1OC	8.7%	5.7%	-0.4%	u	16.3%	-2.8%	1.7%	0.7%	-10.1%
7	CC(NC(=O)CCSc1nc(-c2ccco2)cc(C(F)(F)F)n1)c1ccccc1 (centres undefined)	-4.3%	u	9.0%	u	-19.8%	-22.1%	0.5%	-5.0%	-5.8%
8	Cc1c(C(=O)c2ccccc2)oc2ccc3ccccc3c12	116.1%[activator]	-1.0%	8.2%	i	u	-0.6%	1.5%	0.0%	-2.3%
9	CCOC(=O)c1csc(NC(=O)C(C)(C)C)n1	33.9%	-3.1%	0.4%	i	0.3%	-10.1%	-1.2%	1.0%	4.0%
10	CCOC(=O)c1csc(NC(=O)c2ccc(S(=O)(=O)N3CCCC3)cc2)n1	-4.6%	-9.2%	-0.1%	i	-24.3%	-23.3%	-0.4%[1.84 µM]	2.5%	-12.8%
11	CCc1ccc(NC(=O)CN2C(=O)C3(SCC(=O)N3c3ccccc3)c3ccccc32)cc1 (centres undefined)	-8.5%	x	7.1%	i	-29.7%	-23.4%	3.1%	-9.9%	x
12	CC(=O)c1ccc(N2CCN(c3ncnc4onc(-c5ccc(Cl)cc5)c34)CC2)cc1	-3.0%	x	0.6%	u	-11.0%	-0.1%	0.3%	-13.5%	x
13	Clc1cnc(N/N=C/c2ccncc2)c(Cl)c1	0.8%	7.7%	4.1%	u	u	-12.5%	-14.3%	-0.9%	3.1%
14	Cc1ccc(Nc2nc3nonc3[nH]c2=O)cc1Cl	u	u	0.9%	i	u	-27.9%	u	u	u
15	CCOC(=O)N1CCN(C(=O)CSc2nc3c(cnn3-c3ccc(Cl)cc3)c(=O)[nH]2)CC1	-2.1%	6.9%	-0.6%	u	-26.3%	2.3%	-7.8%	0.9%	0.3%
16	COc1ccc(N2CCN(C(=O)Nc3ccccc3Cl)CC2)cc1	1.1%&3.4%	4.0%	0.3%&0.1%	i	-12.5%&-21.4%	3.0%&-24.8%	-2.4%&-1.9%	-2.9%&-14.6%	5.5%
17	COc1ccc(NC(=O)c2cc(NC(=O)C3CCCCC3C(=O)O)ccc2N2CCOCC2)cc1 (centres undefined)	-2.4%	-0.5%	-0.5%	i	-6.7%	2.0%	-7.6%	-7.1%	3.4%
18	Nc1ccc(-n2nncc2-c2ccco2)cc1	7.2%	-16.8%	-0.1%	i	x	-1.0%	19.0%	9.4%	9.1%
19	COc1ccc(N=C2C=CC(=O)O2)cc1	0.1%	u	4.3%	i	2.4%	-0.5%	-6.2%	11.7%	8.6%
20	O=C(CSc1ncn[nH]1)Nc1ccc(Br)cc1F	6.7%	2.3%	0.2%	u	-17.4%	-17.0%	-3.1%	-14.8%	-7.2%
21	CCc1ccccc1Nc1nc(N)nc(COC(=O)CCC(=O)c2ccc(F)cc2)n1	89.4%[activator]	u	-0.3%	i	u	-39.5%	5.3%	-16.7%	-4.7%
22	CCC(Sc1nc2sc(C(=O)OC)c(C)c2c(=O)n1N)C(=O)NCC1CCCO1 (centres undefined)	-5.3%	-10.7%	-0.9%	i	-3.5%	-17.4%	1.3%	1.4%	0.1%
23	Cc1nc2ccc(C(=O)N(C)Cc3ccccc3)cn2c1N(C)C(=O)CCc1ccccc1	-2.2%	x	1.1%	i	x	-3.2%	x	7.3%	-10.1%
24	O=C(N/N=C/c1ccccc1)c1cccc2ccccc12	20.6%	u	3.3%	u	u	-38.0%	-6.0%	-4.5%	2.9%
25	COc1cc(CCCN2C(N)=NC[C@@H]2Cc2ccccc2)cc(OC)c1OC	9.1%	5.4%	-0.6%	i	16.9%	5.6%	1.0%	u	0.6%
26	CC(C)(C)OC(=O)N1CCC(NC(=O)c2nc[nH]c2C(=O)N2CCc3ccccc3C2)CC1	10.0%	12.3%	-1.2%	i	-3.3%	0.5%	-2.1%	u	5.4%
27	COC(=O)CCC(=O)NC(=S)Nc1ccc(S(=O)(=O)N2CCCC2)cc1	x	1.9%	-0.4%	i	-11.9%	1.0%	-1.8%	-3.9%	2.4%
28	CCCC12CN3CCN(CC(C3)/C1=N\NC(=O)c1ccccc1N)C2	-5.8%	-0.6%	0.6%	i	u	26.1%	5.1%	30.2%[activator]	-2.8%
29	O=C(Nc1ccnn1C1CCN(CCCc2ccccc2)CC1)c1ccccc1	-7.8%	u	0.2%	i	-7.6%	-14.4%	6.9%	1.8%	-5.1%
30	NC(=O)C1CCN(C(=O)c2ccc(Cl)c(S(=O)(=O)N3CCc4ccccc43)c2)CC1	x	x	2.1%	i	x	-9.2%	x	0.9%	-11.4%
31	Cc1ccc(Cn2ncn3c(cc4ccccc43)c2=O)cc1	-17.2%	u	0.3%	i	-5.5%	7.0%	-0.8%	7.2%	-41.3%
32	C=CCSc1nnc(-c2cc(Br)ccc2N)c(=O)[nH]1	9.3%	-3.7%	3.9%	i	-17.5%	-6.4%	-5.7%	1.1%	0.6%
33	CCCn1c(=O)c2c(nc(Br)n2CCC)n(C)c1=O	-5.1%	8.1%	0.7%	i	-3.6%	-13.3%	-9.5%	3.4%	5.6%
34	COc1ccc([C@@H]2[C@@H]3C(=O)N(C(C)(C)C)C(=O)[C@@H]3[C@]3(Cc4ccccc4)C(=O)N(c4ccc(Br)cc4)C(=O)N23)cc1	0.0%	-0.2%	2.8%	i	1.7%	1.5%	3.8%	-20.0%	0.8%
35	Cc1cn2c(=O)cc(COC(=O)COc3ccc(C)c(C)c3)nc2s1	5.5%	x	0.0%	i	u	4.3%	0.2%	-2.5%	x
36	CCc1ccc(C2c3c(oc4cc(C)c(C)cc4c3=O)C(=O)N2c2nc(C)c(C(=O)OC)s2)cc1 (centres undefined)	x	x	0.6%	x	11.9%	-3.0%	1.0%	-16.7%	x
37	COC(=O)CN1C(=O)CSc2ccc(S(=O)(=O)Nc3cccc(C)c3)cc21	x	x	0.2%	x	-19.1%	-33.9%	10.2%	-28.0%	x
38	Cc1ccc2c(c1)sc1nc(=O)n(-c3cccc(Cl)c3)c(=O)n12	31.3%&24.3%[activator]	-182.1%[0.0737 µM]	3.7%&0.8%	u	u	-0.3%&-2.7%	6.3%&-2.9%	14.9%&-4.8%	9.0%
39	CCCc1ccc(C(=O)NNc2ccc(F)cc2)cc1	-20.9%	u	0.0%	u	2.1%	-15.7%	-1.0%	13.7%	-3.3%
40	CCOC(=O)C(NC(=O)C1CCCN1C(=O)OCc1ccccc1)C(=O)OCC (centres undefined)	4.5%	16.3%	-1.4%	i	12.5%	-24.0%	12.5%	u	-9.5%
41	CSc1cccc(NC(=S)N(Cc2ccccc2)Cc2cccnc2)c1	-14.4%	1.8%	2.3%	i	u	9.3%	-15.2%	3.7%	-16.6%
42	O=C(c1ccccc1)N1CN2CN(C(=O)c3ccccc3)CC([N+](=O)[O-])(C2)C1	-18.6%	u	-0.6%	u	7.1%	6.1%	-5.0%	11.0%	9.4%
43	N#Cc1ccc(Oc2cc(C(F)(F)F)nc(-c3ccccn3)n2)cc1	-7.9%	25.5%	0.3%	i	20.9%	-7.0%	4.2%	-16.5%	2.6%
44	CCOC(=O)C1(C)CCN1C(=O)c1ccc(OC)c(OC)c1 (centres undefined)	10.7%	x	-0.4%	i	x	12.3%	x	21.4%	-2.1%
45	CCC(C)(O)c1[nH]c2ccc(C(F)(F)F)cc2c1C (centres undefined)	29.1%	13.1%	5.5%	i	-15.7%	-47.4%	-0.8%	u	-27.4%

Copied from the list:
Reading for CSc1cccc(NC(=S)N(Cc2ccccc2)Cc2cccnc2)c1 in EPAC2 antagonist: -16.6%
Reading for CCCc1ccc(C(=O)NNc2ccc(F)cc2)cc1 in A549 viability: -1.0%
Reading for N#Cc1ccc(Oc2cc(C(F)(F)F)nc(-c3ccccn3)n2)cc1 in HepG2 viability: -7.0%

An excerpt from above, limited to Nrf2 ARE act, HepG2 viability and A549 viability:
no. | Molecule | Nrf2 ARE act | HepG2 viability | A549 viability
43 | N#Cc1ccc(Oc2cc(C(F)(F)F)nc(-c3ccccn3)n2)cc1 | 0.3% | -7.0% | 4.2%
44 | CCOC(=O)C1(C)CCN1C(=O)c1ccc(OC)c(OC)c1 (centres undefined) | -0.4% | 12.3% | x
